Source: PubChem
PRC2 inh: EZH2 (human) methyltransferase inhibition. Q15910. PRC2 H3K27 methylation, DELFIA TRF, 1 h. inhibition, % at 12.5 µM. hit rate 0.35% among 57,000;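 active = mean inhibition of replicates at least 50% and every single replicate also reaching 50%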;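 also: dimethyl H3K27 on biotinylated H3 21-44 peptide detected by antibody; plate controls were median neutral control wells for no effect and median positive control wells for full effect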
Target sequence (Q15910 whole entry, looked up): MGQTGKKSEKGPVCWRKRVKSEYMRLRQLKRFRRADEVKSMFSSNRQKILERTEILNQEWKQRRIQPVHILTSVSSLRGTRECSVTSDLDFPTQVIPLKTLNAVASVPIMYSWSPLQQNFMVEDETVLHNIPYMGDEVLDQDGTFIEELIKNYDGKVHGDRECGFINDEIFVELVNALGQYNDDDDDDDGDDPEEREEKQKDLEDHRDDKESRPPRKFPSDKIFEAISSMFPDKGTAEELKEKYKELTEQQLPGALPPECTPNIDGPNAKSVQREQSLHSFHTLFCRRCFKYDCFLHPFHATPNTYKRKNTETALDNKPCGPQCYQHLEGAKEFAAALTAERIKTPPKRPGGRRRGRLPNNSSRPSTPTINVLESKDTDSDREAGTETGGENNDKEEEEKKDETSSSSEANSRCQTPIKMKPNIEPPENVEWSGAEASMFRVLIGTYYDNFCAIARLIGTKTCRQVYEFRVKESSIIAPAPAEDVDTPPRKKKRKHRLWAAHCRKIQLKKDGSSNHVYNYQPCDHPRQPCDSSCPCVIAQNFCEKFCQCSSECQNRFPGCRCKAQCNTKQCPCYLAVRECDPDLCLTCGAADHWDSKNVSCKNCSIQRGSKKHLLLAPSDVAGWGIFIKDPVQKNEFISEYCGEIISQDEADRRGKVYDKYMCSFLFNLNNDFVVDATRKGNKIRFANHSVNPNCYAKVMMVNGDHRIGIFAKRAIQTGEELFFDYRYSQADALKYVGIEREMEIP
IDH1 mut inh: blocks human IDH1 R132H reductase activity; O75874; diaphorase/resazurin fluorescence, 60 min; inhibition, % at 10 µM; hit rate 0.18% among 70,000; AID 624101; in the data active = inhibition above about 34%;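 also: 0% = DMSO and 100% = no enzyme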
Numbers without * were called inactive; nt = not tested or not shown. The list is partial; rates above refer to the full screens.

The line under a structure holds: PRC2 inh	IDH1 mut inh
- Cc1noc(C)c1NC(=O)Nc1ccc2c(c1)C(=O)N([C@@H](C)CO)C[C@@H](C)[C@@H](CN(C)S(=O)(=O)c1ccc(Cl)cc1)OCCCC[C@H](C)O2
  nt	0.7
- O=c1c(-c2ccccc2)[n+]([O-])c2ccccc2n1OCc1ccccc1
  27.9	-0.8
- COc1ccc(NC(=O)N(C)C[C@H]2OCCCC[C@H](C)Oc3ccc(NS(=O)(=O)c4ccc(C)cc4)cc3C(=O)N([C@@H](C)CO)C[C@H]2C)cc1
  nt	0.1
- COC1CC(OC(O)C(O)C(O)C(O)C(O)CO)c2c(cc3cc(C)oc(=O)c3c2O)OC1=O (centres undefined)
  nt	-0.1
- CC(C)NC(=O)N(C)C[C@H]1Oc2c(NC(=O)Nc3ccc(F)cc3)cccc2C(=O)N([C@@H](C)CO)C[C@H]1C
  nt	-1.1
- Cc1ccc(-c2ccc3c(c2)O[C@@H](CN(C)Cc2ccncc2)[C@H](C)CN([C@@H](C)CO)S3(=O)=O)cc1
  23.1	-0.3
- CC(C)(C)c1ccc(-c2nnc(SCc3cccc(C(N)=O)c3)n2-c2ccc3c(c2)OCO3)cc1
  2.6	-0.4
- COc1ccc(-n2c(SCC(=O)Nc3ccc(C)c(C)c3)nnc2-c2ccccc2)cc1
  -1.6	0.3
- COc1cccc(NC(=O)Nc2ccc3c(c2)C(=O)N(C)C[C@@H](OC)[C@H](C)CN(CCC(F)(F)F)[C@H](C)CO3)c1
  -22.1	-0.3
- C[C@@H]1CCCCO[C@H](CN(C)S(=O)(=O)c2ccccc2)[C@@H](C)CN([C@@H](C)CO)C(=O)c2cc(NC(=O)Nc3ccc4c(c3)OCO4)ccc2O1
  nt	-1.7
- Cc1nnc(SCC(=O)Nc2cccc(F)c2)s1
  -0.4	-0.7
- CCCNC(=O)N[C@H]1CC[C@@H](CCn2cc(C3CCCCC3)nn2)O[C@H]1CO
  -6.1	0.4
- C[C@@H]1CN([C@H](C)CO)C(=O)c2cc(/C=C/c3ccccc3)cnc2O[C@@H]1CN(C)C(=O)c1ccc(F)cc1
  -15.0	-0.1
- C[C@@H]1CN([C@H](C)CO)C(=O)c2cccc(NC(=O)Nc3ccc4c(c3)OCO4)c2O[C@H]1CN(C)C(=O)Nc1ccc(C(F)(F)F)cc1
  nt	0.9
- COc1cccc(NC(=O)N(C)C[C@H]2OCc3ccccc3-c3c(n(C)c4ccccc34)C(=O)N([C@@H](C)CO)C[C@@H]2C)c1
  -9.2	nt
- CC(C)NC(=O)Nc1ccc2c(c1)C(=O)N([C@@H](C)CO)C[C@H](C)[C@H](CN(C)C(=O)C1CCCCC1)OCCCC[C@H](C)O2
  4.2	-2.2
- Cc1noc(C)c1NC(=O)Nc1ccc2c(c1)C(=O)N([C@H](C)CO)C[C@H](C)[C@H](CN(C)C(=O)Nc1ccccc1)O2
  nt	0.2
- O=C(Nc1cccc(Cl)c1)N[C@H]1CC[C@H](CCNC(=O)C2CCCCC2)O[C@H]1CO
  7.5	-0.1
- CCC(=O)N[C@H]1CC[C@@H](CCNC(=O)Nc2ccc(F)cc2)O[C@@H]1CO
  12.6	0.0
- C[C@@H]1CN([C@@H](C)CO)C(=O)c2cc(NS(=O)(=O)c3ccccc3)ccc2O[C@@H]1CN(C)S(=O)(=O)c1cccs1
  nt	0.1

Continuation.
The line under a structure holds: PRC2 inh	IDH1 mut inh
- C[C@@H]1CN([C@@H](C)CO)C(=O)c2cc(NS(=O)(=O)c3cn(C)cn3)ccc2O[C@@H](C)CCCCO[C@@H]1CN(C)Cc1ccc(C(F)(F)F)cc1
  nt	-3.0
- COc1ccc(NC(=O)Nc2ccc3c(c2)C(=O)N([C@@H](C)CO)C[C@@H](C)[C@@H](CN(C)C(=O)NC2CCCCC2)OCCCC[C@H](C)O3)cc1
  nt	2.9
- Cc1cccc(NC(=O)CN(c2ccc(Br)c(C)c2)S(C)(=O)=O)c1
  -1.2	0.0
- Cc1noc(C)c1NC(=O)Nc1ccc2c(c1)CC(=O)N([C@H](C)CO)C[C@H](C)[C@@H](CN(C)Cc1ccc(C(F)(F)F)cc1)O2
  -24.2	0.7
- Cc1ccc(S(=O)(=O)Nc2ccc3c(c2)CC(=O)N([C@@H](C)CO)C[C@H](C)[C@@H](CN(C)S(=O)(=O)c2ccc(Cl)cc2)O3)cc1
  nt	-0.4
- C[C@@H]1CCCCO[C@@H](CN(C)C)[C@H](C)CN([C@@H](C)CO)C(=O)c2cc(NS(=O)(=O)c3cccs3)ccc2O1
  nt	4.5
- O=C(C[C@H]1C=C[C@H](NC(=O)Nc2cc(F)ccc2F)[C@H](CO)O1)Nc1ccc(-c2ccccc2)cc1
  -13.0	-0.1
- Cc1noc(C)c1NC(=O)N(C)C[C@@H]1Oc2ccc(NC(=O)Nc3cccc4ccccc34)cc2CC(=O)N([C@@H](C)CO)C[C@H]1C
  nt	-0.9
- CO[C@H]1C(=O)c2c(O)c(CC=C(C)C)c(O)c(CC=C(C)C)c2O[C@@H]1c1ccc(O)cc1
  nt	2.7
- C[C@H](CO)N1C[C@H](C)[C@@H](CN(C)Cc2ccc(Oc3ccccc3)cc2)Oc2ccc(NC(=O)CCCN(C)C)cc2CC1=O
  -23.6	0.8
- CO[C@@H](CN(C)C(=O)c1ccc2c(c1)OCO2)[C@H](C)CN([C@H](C)CO)S(=O)(=O)c1ccc(C)cc1
  0.9	-0.4
- O=C(C[C@H]1C[C@H]2c3cc(NC(=O)c4cccnc4)ccc3O[C@H]2[C@@H](CO)O1)NCc1ccccn1
  -6.4	0.0
- COc1ccccc1NC(=O)CNC(=O)c1ccccc1Cl
  -1.6	-0.2
- O=C1c2c(O)cc(O)cc2OC(c2ccc(O)cc2)C1C1C(=O)c2c(O)cc(O)cc2OC1c1ccc(O)cc1 (centres undefined)
  -7.0	0.2
- C[C@H]1CN([C@@H](C)CO)C(=O)c2cccc(NC(=O)Nc3ccc4c(c3)OCO4)c2O[C@H]1CN(C)S(=O)(=O)c1cccs1
  nt	-5.0
- O=C(c1ccccc1)N1CCN(c2ccc([N+](=O)[O-])c(NCc3cccnc3)c2)CC1
  nt	2.6
- C[C@@H]1CCCCO[C@@H](CN(C)C(=O)C2CCCCC2)[C@@H](C)CN([C@H](C)CO)C(=O)c2cc(NC(=O)CCCN(C)C)ccc2O1
  nt	-0.7
- CN1CCN(C(=O)C[C@@H]2CC[C@@H](NS(=O)(=O)c3cccc(F)c3)[C@H](CO)O2)CC1
  11.7	-0.1
- Cc1nc(-c2ccccc2)sc1C(=O)C1C(=O)C(=O)N(CCN(C)C)C1c1ccccc1 (centres undefined)
  -5.3	0.2
- O=C(CNS(=O)(=O)c1cc(Cl)ccc1Cl)Nc1ccc2c(c1)OCCO2
  9.5	0.0

(next part)
The line under a structure holds: PRC2 inh	IDH1 mut inh
- C[C@@H]1CCCCO[C@@H](CN(C)C)[C@@H](C)CN([C@@H](C)CO)C(=O)c2cc(NS(C)(=O)=O)ccc2O1
  -10.0	3.0
- Cc1ccc(Cl)cc1NC(=O)CC(C(=O)O)N1CCNCC1 (centres undefined)
  -0.6	0.2
- C[C@@H]1CN([C@H](C)CO)C(=O)c2cc(NC(=O)c3ccccc3)ccc2O[C@@H](C)CCCCO[C@H]1CN(C)C(=O)Nc1ccccc1
  nt	0.5
- CCC(=O)N(C)C[C@H]1Oc2cc(C#CC3CCCC3)ccc2S(=O)(=O)N([C@H](C)CO)C[C@H]1C
  -12.8	nt
- CCC1CCc2[nH]c(=S)c(C#N)c(C(F)(F)F)c2C1 (centres undefined)
  5.0	0.3
- O=C(N[C@H]1CC[C@@H](CCNC(=O)C2CCCCC2)O[C@@H]1CO)c1ccccn1
  10.3	0.1
- CC(=O)N(C)C[C@H]1Oc2cc(-c3ccncc3)ccc2S(=O)(=O)N([C@H](C)CO)C[C@H]1C
  1.4	0.8
- C[C@H](CO)N1C[C@H](C)[C@H](CN(C)Cc2ccc(-c3ccccc3)cc2)Oc2ncc(C#C[C@@H](C)O)cc2C1=O
  -18.1	nt
- C[C@@H]1CCCCO[C@H](CN(C)S(=O)(=O)c2ccc(Cl)cc2)[C@H](C)CN([C@H](C)CO)C(=O)c2cc(NC(=O)Cc3ccccc3)ccc2O1
  nt	-14.3
- O=C1O[C@H](c2ccccc2)[C@H](c2ccccc2)N2[C@H]1[C@@H](C(=O)O)[C@]1(C(=O)Nc3ccc(C#CC4(O)CCCCCC4)cc31)[C@H]2c1ccc(O)cc1
  13.5	nt
- C[C@H](CO)N1C[C@H](C)[C@@H](CN(C)C)Oc2ccc(NS(=O)(=O)c3cn(C)cn3)cc2C1=O
  3.2	0.7
- O=C(CSc1nc(-c2ccc(Cl)cc2)cc(C(F)(F)F)n1)c1cccc([N+](=O)[O-])c1
  8.4	0.0
- Cc1ccc(N(CC(N)=O)S(=O)(=O)c2ccc(Cl)cc2)cc1
  -0.6	-0.3
- COc1ccc(S(=O)(=O)N(C)C[C@@H]2Oc3ccc(NS(=O)(=O)c4ccccc4)cc3C(=O)N([C@@H](C)CO)C[C@H]2C)cc1
  nt	2.5
- CCNC(=O)C[C@H]1CC[C@H](NC(=O)C2CCOCC2)[C@H](CO)O1
  -0.5	0.4
- C[C@@H]1CN([C@H](C)CO)C(=O)c2cc(C#C[C@@H](C)O)cnc2O[C@H]1CN(C)C(=O)CN(C)C
  4.5	0.1
- CNC[C@@H]1OCCCC[C@@H](C)Oc2ccc(NC(=O)Nc3c(C)noc3C)cc2C(=O)N([C@@H](C)CO)C[C@H]1C
  12.8	nt
- COc1ccc(NC(=S)NCc2ccccn2)cc1OC
  -1.3	0.1
- CCOc1cc(/C=C(/C#N)C(N)=O)cc(CSc2ccccc2)c1O
  -15.9	-0.3
- COc1cccc(NC(=O)N(C)C[C@H]2Oc3cc(C#Cc4ccncc4)ccc3S(=O)(=O)N([C@@H](C)CO)C[C@H]2C)c1
  -4.8	-3.8

Later entries:
The line under a structure holds: PRC2 inh	IDH1 mut inh
- CCC(=O)Nc1ccc2c(c1)C(=O)N(C)C[C@H](OC)[C@@H](C)CN[C@H](C)CO2
  2.5	0.0
- CO[C@H]1CN(C)C(=O)c2cc(C#N)ccc2OC[C@H]2O[C@H](CC[C@@H]2OC)CCN(C)C(=O)[C@H]1C
  7.8	-0.3
- CC(C)CC#Cc1cnc2c(c1)C(=O)N([C@H](C)CO)C[C@H](C)[C@@H](CN(C)C(=O)c1cccc(F)c1)O2
  -6.3	-1.2
- CC(C)NC(=O)N(C)C[C@H]1Oc2ccc(NC(=O)CCC(F)(F)F)cc2CC(=O)N([C@H](C)CO)C[C@@H]1C
  nt	1.3
- CCCNC(=O)C1(C)CCCN(Cc2cccc(Oc3ccccc3)c2)C1 (centres undefined)
  38.2	nt
- Cc1cccc(CN(C)C[C@@H]2OCc3cnnn3CCCC(=O)N([C@H](C)CO)C[C@H]2C)c1
  6.1	0.2
- NC(=O)COc1ccccc1/C=N/NC(=O)CCCCCCC(=O)Nc1ccccc1O
  -12.3	nt
- C[C@H]1CN([C@@H](C)CO)C(=O)c2cc(NC(=O)C3CCCCC3)ccc2O[C@H]1CN(C)S(=O)(=O)c1cn(C)cn1
  nt	0.4
- CC(C)CC#Cc1ccc2c(c1)O[C@H](CN(C)C(=O)c1ccccn1)[C@H](C)CN([C@@H](C)CO)S2(=O)=O
  nt	-0.2
- COc1ccc(S(=O)(=O)Nc2ccc3c(c2)C(=O)N([C@H](C)CO)C[C@H](C)[C@H](CN(C)Cc2ccncc2)O3)cc1
  nt	1.1
- CCC(=O)Nc1ccc2c(c1)C(=O)N(C)C[C@@H](OC)[C@@H](C)CN(Cc1nccs1)[C@H](C)CO2
  -1.8	-0.3
- C[C@H](CO)N1C[C@H](C)[C@H](CN(C)S(C)(=O)=O)Oc2ncc(C#CC(C)(C)O)cc2C1=O
  1.4	2.6
- O=S(=O)(NCC[C@H]1CC[C@H](NS(=O)(=O)c2ccccc2Cl)[C@@H](CO)O1)c1ccc(F)cc1
  -11.5	-0.3
- CCCc1cn(CC[C@H]2CC[C@@H](NC(=O)C3CCC3)[C@H](CO)O2)nn1
  5.9	0.2
- CO[C@H]1CN(C)C(=O)c2ccc(NC(=O)c3ccc4c(c3)OCO4)cc2OC[C@@H](C)NC[C@@H]1C
  -2.2	0.0
- O=C(C[C@@H]1C=C[C@@H](NC(=O)C2CCC2)[C@H](CO)O1)Nc1nccs1
  -9.2	0.0
- Cc1cc2nsnc2c(S(=O)(=O)NCC(=O)O)c1C
  nt	-0.7
- CCCNC(=O)Nc1ccc2c(c1)C(=O)N(C)C[C@@H](OC)[C@@H](C)CN(C(=O)c1ccccc1F)[C@H](C)CO2
  -2.5	0.4
- COc1ccc(CN(C)C[C@@H]2Oc3ccc(NC(=O)NC4CCCCC4)cc3CC(=O)N([C@H](C)CO)C[C@@H]2C)cc1
  -10.4	nt
- CNC[C@H]1Oc2c(NC(=O)C3CC3)cccc2C(=O)N([C@H](C)CO)C[C@@H]1C
  -8.5	1.5
- COc1ccc(CN(C)C[C@@H]2Oc3c(NS(=O)(=O)c4ccc(OC)cc4)cccc3C(=O)N([C@H](C)CO)C[C@@H]2C)cc1
  nt	-3.4
- CN(C)c1ccc2c(c1)[C@@H]1C[C@H](CC(=O)NCc3cccc(F)c3)O[C@H](CO)[C@@H]1O2
  -3.9	-5.1
- Cc1ccc(-c2csc3nc(SCC(=O)O)n(-c4ccccc4)c(=O)c23)cc1
  -3.7	0.4

Profiles from above:
`CN(C)c1ccc2c(c1)[C@@H]1C[C@H](CC(=O)NCc3cccc(F)c3)O[C@H](CO)[C@@H]1O2` is listed with PRC2 inh = -3.9; IDH1 mut inh = -5.1
`COc1ccc(CN(C)C[C@@H]2Oc3ccc(NC(=O)NC4CCCCC4)cc3CC(=O)N([C@H](C)CO)C[C@@H]2C)cc1` is listed with PRC2 inh = -10.4; IDH1 mut inh = nt
